From PubChem BioAssay
PABP1 MLLE inh – inhibitors of microRNA-mediated deadenylation, human PABP1 MLLE binding; GST-MLLE / FITC-PAM2 fluorescence polarization; hit rate 0.36% among 360,000; inhibition, % at 20 µM; AID 588489; in the data active means inhibition above about 35%, passing the limit was not always enough;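 further: plate controls were DMSO wells with GST-MLLE for no effect and wells lacking GST-MLLE protein for full effect; some results filed as inactive read as strong as hits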
MT1-MMP act inh – blocks activation of human MT1-MMP; AID 651647; HT1080 RFP-PRO-GFP cells, GFP/RFP ratio fluorescence, overnight; percent of plate control window, DMSO zero; P50281; GFP/RFP ratio change, % at 20 µM; hit rate 0.061% among 360,000;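 active means GFP/RFP ratio change of at least 30% with cell ATP level not reduced by more than half and red fluorescence within 50% of control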; further: strong numbers were not always called active
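Test system: HT1080 RFP-PRO-GFP cells; Benchmarks: DMSO and RFP-L50D-GFP cell wells; Timing: cells overnight before dosing, compound overnight, 37 °C, 5% CO2; Compound: one 20 µM compound dose with 1% DMSO; Read-out: GFP/RFP fluorescence ratio.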
bovine MsrA act – activates bovine MsrA enzyme. purified bovine MsrA, absorbance read-out. activation, % at 10.6 µM. hit rate 0.3% among 360,000; in the data active means activation above about 7.5%;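 further: 0% = vehicle and 100% = reference activator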
Rin1-Abl PPI inh – inhibitors of human Rin1-Abl protein interaction; inhibition, % at 7.35 µM; TR-FRET Rin1/Abl binding, biochemical; hit rate 0.4% among 360,000; in the data active means inhibition above about 5%, passing the limit was not always enough
eLon inh – inhibitors of E. coli Lon protease. P0A9M0. purified E. coli Lon protease, fluorescence polarization. inhibition, % at 7.94 µM. hit rate 0.42% among 360,000. AID 602123; in the data active means inhibition above about 13%, passing the limit was not always enough;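 further: 0% = enzyme with probe and DMSO and 100% = no enzyme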
Target sequence (P0A9M0 whole entry, looked up): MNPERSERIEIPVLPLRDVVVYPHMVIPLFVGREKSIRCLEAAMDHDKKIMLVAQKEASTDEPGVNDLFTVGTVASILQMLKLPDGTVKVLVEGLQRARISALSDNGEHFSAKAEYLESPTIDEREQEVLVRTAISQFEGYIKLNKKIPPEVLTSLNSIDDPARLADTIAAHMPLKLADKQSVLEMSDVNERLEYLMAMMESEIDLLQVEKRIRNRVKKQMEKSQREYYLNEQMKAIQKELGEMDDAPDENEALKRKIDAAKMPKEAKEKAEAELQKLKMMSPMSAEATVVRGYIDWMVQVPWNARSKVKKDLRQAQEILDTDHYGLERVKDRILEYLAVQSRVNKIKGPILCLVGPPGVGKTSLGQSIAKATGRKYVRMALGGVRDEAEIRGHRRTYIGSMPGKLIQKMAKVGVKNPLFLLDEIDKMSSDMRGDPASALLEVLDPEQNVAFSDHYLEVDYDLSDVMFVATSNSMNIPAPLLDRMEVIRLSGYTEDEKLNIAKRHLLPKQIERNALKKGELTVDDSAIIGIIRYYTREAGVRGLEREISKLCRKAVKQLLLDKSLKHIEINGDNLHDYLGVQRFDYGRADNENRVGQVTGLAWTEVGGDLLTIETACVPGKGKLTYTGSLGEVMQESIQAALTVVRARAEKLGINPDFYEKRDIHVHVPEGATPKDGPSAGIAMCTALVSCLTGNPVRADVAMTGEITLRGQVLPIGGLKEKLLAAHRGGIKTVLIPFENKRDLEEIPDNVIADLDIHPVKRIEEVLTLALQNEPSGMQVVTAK
NRP1-CendR mod – modulators of CendR peptide binding to human neuropilin-1 | AID 602438 | hit rate 0.85% among 360,000 | FAM-RPARPAR peptide binding to NRP-1, fluorescence polarization | O14786 | inhibition, % at 25 µM;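 active means inhibition or corrected inhibition above about 18%, plus a signal ratio from 0.5 to 1.5, limit read from the data, passing the limit was not always enough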; further: strong numbers were not always called active
FAS-TE inh – blocks the thioesterase domain of human fatty acid synthase | P49327 | recombinant FAS-TE, OMFH fluorogenic substrate, fluorescence endpoint | inhibition, % at 15 µM | hit rate 0.67% among 360,000;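 active means compounds whose normalised, plate-corrected inhibition of enzyme fluorescence in the single-dose primary screen is 50% or more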;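 further: 0% = DMSO with enzyme and 100% = substrate without enzyme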
Neddylation inh – inhibitors of human cullin neddylation; P61081+Q13564; TR-FRET cullin neddylation, biochemical; calls only at 25 µM; hit rate 0.58% among 360,000; in the data active means inhibition above about 36%
SKN-1 block – blocks SKN-1 activity in C. elegans; C. elegans VP596 Pgst-4::GFP/RFP ratio, acrylamide-induced, 24 h; inhibition, % at 21.8 µM; hit rate 0.49% among 360,000; AID 624304;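 active means interference check ratio from 0.5 to 1.5 plus GFP to RFP signal ratio inhibition reaching or exceeding a fixed threshold, cut at about 30% in these data, passing the limit was not always enough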; further: some compounds called inactive have numbers as strong as hits
Starred values were filed as active, the others as inactive; i = inactive; / = no result given; + = active, no number.

SMILES	PABP1 MLLE inh	MT1-MMP act inh	bovine MsrA act	Rin1-Abl PPI inh	eLon inh	NRP1-CendR mod	FAS-TE inh	Neddylation inh	SKN-1 block
CC(=O)Nc1ccc(NC(=O)c2cc(-c3ccc(C)cc3O)n[nH]2)cc1	-3	2	-3	0	0	-1	-5	+	4
CCOc1ccc(N2C(=O)CC(NCCc3ccncc3)C2=O)cc1 (centres undefined)	15	3	-1	2	3	-2	-9	i	5
CC(=O)c1ccc(NC(=O)CN2CCCCCC2)cc1	-21	0	-1	5	-7	2	-5	i	20
N#Cc1cnn(Cc2ccccc2)c1N	0	-6	-4	1	-3	-2	-11	i	17
COc1cc2cc(C(=O)Nc3ccccc3)c(N)nc2cc1OC	-11	4	-6	2	-7	14	-6	/	13
CCOC(=O)c1ccccc1N=Cc1c(O)c2ccccc2oc1=O	6	0	-2	-6	-13	8	1	+	5
CCOC(=O)C1CCN(C(=O)/C(C)=C\c2ccccc2)CC1	11	-2	-3	-2	2	19	-6	i	2
O=C(Nc1ccc(Br)cn1)c1coc(=O)c(Br)c1	3	-2	1	-3	3	6	-5	i	-26
N#Cc1ccc(C(=O)NC2CCCCCCC2)cc1	13	1	0	1	-3	4	4	i	0
CC(=O)Nc1ccc(S(=O)(=O)NNC(=O)CCC(=O)Nc2cc(C)ccc2C)cc1	-1	3	-2	4	-19	1	-16	i	-1
CN(CC(=O)N1CCCC1)S(=O)(=O)c1cc(Cl)ccc1Cl	7	3	-2	0	-4	-2	-4	i	1
COc1cccc(C(=O)N2CCN(Cc3ccc4c(c3)OCO4)CC2)c1OC	-4	1	-13	3	-1	11	-11	i	-8
O=C(O)C1CCCCC1C(=O)Nc1ccccc1Nc1ccccc1 (centres undefined)	-10	-2	-3	1	5	-21	-4	i	6
CC(=O)Nc1ccc(C(=O)N/N=C/c2ccc(F)cc2)cc1	-2	5	-1	10*	-2	2	-2	i	-1
CCOc1ccc(S(=O)(=O)N(C)c2ccc(OCC(=O)NCc3ccc(C(=O)OC)cc3)cc2)cc1	-7	4	-4	-6	-1	6	21	i	9
COc1ccc(CCNC(=O)c2ccc(Cl)nc2)cc1	-9	4	-4	2	0	2	-4	i	11
Cc1ccc(-c2nnn(CC(=O)NCCC3=CCCCC3)n2)cc1	9	5	-4	1	-4	-7	-4	i	7
CC(C)CC(=O)Nc1cccc(-c2csc(-c3ccccc3)n2)c1	1	0	-2	-6	5	-6	21	i	28
CCOC(=O)c1cc(OC(=O)c2cccs2)n(-c2ccccc2)n1	6	4	-3	-3	-7	-3	-4	i	-2
Cc1ccc(S(=O)(=O)Nc2cc(Cl)c(O)cc2C)cc1	-9	4	-8	0	5	-1	-9	i	6

Fetched by structure from the list above, 2 records:
SMILES	PABP1 MLLE inh	MT1-MMP act inh	bovine MsrA act	Rin1-Abl PPI inh	eLon inh	NRP1-CendR mod	FAS-TE inh	Neddylation inh	SKN-1 block
COc1ccc(CCNC(=O)c2ccc(Cl)nc2)cc1	-9	4	-4	2	0	2	-4	i	11
CC(C)CC(=O)Nc1cccc(-c2csc(-c3ccccc3)n2)c1	1	0	-2	-6	5	-6	21	i	28

Next section
SMILES	PABP1 MLLE inh	MT1-MMP act inh	bovine MsrA act	Rin1-Abl PPI inh	eLon inh	NRP1-CendR mod	FAS-TE inh	Neddylation inh	SKN-1 block
O=C1C=CC(=O)N1c1ccc2c(c1)C(NC(=O)C(F)(F)F)c1ccccc1-2 (centres undefined)	35	1	-11	4	-2	-4	17	i	16
CCOc1cc(N2CCOCC2)c(OCC)cc1NC(=O)COc1ncnc2ccc(Br)cc12	-20	4	-6	-1	-7	-11	6	i	-7
Cc1cc(NC(=O)c2cc([N+](=O)[O-])ccc2Cl)no1	16	1	-1	3	11	4	22	i	21
Cc1nnc(SCC(=O)Nc2ccc3c(c2)OCO3)n(N)c1=O	14	2	-8	3	10	4	-5	i	-18
N#C/C(=C\c1cccn1S(=O)(=O)c1cccc([N+](=O)[O-])c1)S(=O)(=O)c1ccc(F)cc1	18	-4	0	-1	-4	-11	6	i	2
COc1ccccc1CN(C)C[C@H]1OCc2cnnn2CCCC(=O)N([C@@H](C)CO)C[C@@H]1C	-9	6	-3	-1	-5	0	-11	i	-14
COc1ccc2[nH]c(=O)c(CN(Cc3cccs3)C(=S)Nc3cccc(C)c3)cc2c1	-142	-32	-8	-2	-2	-12	72*	i	-2
CCCCN1C[C@H](Cc2ccccc2)[C@@H](CC(=O)NC)C1=O	11	1	-2	3	-4	-5	-7	i	0
O=C(Nc1nc(N2C(=O)c3ccccc3C2=O)n(-c2ccccc2)n1)c1ccccc1	-14	4	-4	0	20	-17	0	i	4
CC(C)NS(=O)(=O)c1ccc(OCC(=O)NCc2cccnc2)cc1	3	-2	-11	0	3	4	-7	i	-18
Cc1cc(NC(=S)N(Cc2ccc(Br)cc2)Cc2ccc(C(=O)O)cc2)ccc1Cl	-43	6	0	0	-9	3	45	i	-1
CC(C)=C1C(=O)NN(c2cccc(Cl)c2)C1=O	10	-3	-5	-2	-6	-15	-5	i	-1
O=C(CCn1nnc2ccccc21)Nc1nnc(Cc2ccccc2)s1	7	5	1	3	-10	-15	-23	i	4
Cc1cc(C2C(=O)c3ccccc3C2=O)c(C)c(C)c1C	5	5	0	2	-7	4	-4	i	8
CC(C)Sc1nc2ccc(N3C(=O)C4CCCCC4C3=O)cc2s1 (centres undefined)	5	1	-5	-1	-10	-14	26	i	-1
Cc1ccc(NC(=O)CSc2nc(O)cc(=O)n2-c2ccc(C)cc2)cc1	10	-2	-3	-1	-9	4	-3	i	-6
N#Cc1ccc(S(=O)(=O)N2CCCN(c3ccc(C(F)(F)F)cn3)CC2)cc1	6	4	-2	0	10	5	25	i	8
CCOC(=O)C1CCCCN1C(=O)CCc1nnc(-c2ccc3c(c2)OCO3)o1 (centres undefined)	-1	0	-3	-1	-1	6	-4	i	26
Cc1ccc(N=C(N(C)C)P(=O)(N(C)C)N(C)C)c(C)c1	3	1	-4	-1	-3	7	-4	i	4
O=C(COc1cccnc1[N+](=O)[O-])NCc1cccs1	7	-1	-2	0	6	8	-3	i	-1
CCOc1ccc(CCNC(=O)CS(=O)Cc2nc(-c3ccc(OC)cc3)oc2C)cc1OCC (centres undefined)	-8	-2	-4	1	-10	4	-4	i	10
O=C(CS(=O)(=O)c1c[nH]c2ccccc12)Nc1ccc(F)cc1	6	-2	-1	-3	-15	0	-8	i	18
COc1ccc(OC)c(N(C(=O)c2ccco2)C(C(=O)NC2CCCC2)c2cc(OC)c(OC)c(OC)c2)c1 (centres undefined)	8	-1	-2	0	5	11	-5	i	13
CC(=O)c1cc2c(cc1NC(=O)Nc1cccc(Cl)c1)OCCO2	4	1	-5	2	6	2	-30	/	8
Cc1ccc2cccc(OCc3ccc(F)cc3)c2n1	9	-3	-8	0	0	-8	-3	i	12
Cc1oc(-c2ccccc2Cl)nc1CS(=O)(=O)CC(=O)N1CCOCC1	12	-1	1	1	-6	-10	-6	i	-1
CN(Cc1cccs1)C(=O)CN1C(=O)c2ccccc2S1(=O)=O	7	-4	-3	4	-7	22	-3	i	7
O=S(=O)(Cc1ccccc1)N1CCCC1	5	0	1	-1	-14	-4	-7	i	1
COc1ccc([C@@H]2[C@@H]3C(=O)N(C(C)(C)C)C(=O)[C@@H]3[C@]3(CC(C)C)C(=O)N(c4ccc(C(F)(F)F)cc4)C(=O)N23)cc1	-7	-11	-8	4	4	-6	67*	i	-1
O=C(Cc1ccccc1)Nc1ccc(CN2CCOCC2)cc1	2	-7	-3	0	-3	-16	-8	i	-2
O=C(CNC(=O)c1ccc(Cl)cc1)OC1CCOC1=O (centres undefined)	3	0	-4	1	2	12	-4	i	6
Cc1ccc(CNc2ncnc(N)c2[N+](=O)[O-])cc1	12	-15	-2	-1	5	16	-6	i	8
CCOC(=O)C1(CC2CCCCO2)CCN(C(=O)Nc2ccc(C(=O)OC)cc2)CC1 (centres undefined)	2	0	-7	-3	-3	0	2	i	-8
COC(=O)Nc1ccc(S(=O)(=O)NNC(=O)c2c(O)c3ccccc3[nH]c2=O)cc1	7	-8	-2	-2	-5	0	5	i	23
CC(C)N1C(=O)CCC1C(=O)NCc1cccs1 (centres undefined)	7	6	-4	3	-2	-5	-4	i	1
O=C(Nc1nc(-c2ccccc2)cs1)c1ccco1	-9	7	-1	3	5	-13	7	i	8
CCOC(=O)c1cnn(-c2sc(C(=O)OCC)c(C)c2C(=O)OCC)c1N	-114	-6	-1	-1	-12	-16	-61	i	6
CNS(=O)(=O)c1cccc(C(=O)OCC(=O)c2cc(C)n(-c3ccc4c(c3)OCO4)c2C)c1	-5	2	0	-4	5	-6	17	i	3
O=C(c1ccc(F)cc1)N1CCN(Cc2ccccc2)CC1	-5	-1	-3	2	-5	3	-2	i	8
CCCCNc1ccc(C(=O)Nc2cccc(C)n2)cc1[N+](=O)[O-]	1	3	-9	7	-2	-9	10	i	-7
CCC(=O)Nc1cccc(Oc2nc(C)cc(C)c2C#N)c1	7	1	-5	4	4	-1	-6	i	-23
CCCOC(=O)c1ccc(Oc2cn[nH]c2-c2ccc(OCC(=O)NN)cc2O)cc1	-14	7	-2	2	-1	1	-163	i	2
Cc1ccc(C(=O)C(C)OC(=O)Cc2n[nH]c(=O)c3ccccc23)cc1C (centres undefined)	-2	0	0	0	2	2	-2	i	25
O=C(CCC1CCCN(C(=O)C2=CCCCC2)C1)N1CCN(c2ccccn2)CC1 (centres undefined)	3	5	-1	6	1	-1	-10	i	12
Cc1c(C(=O)Nc2ccc(S(=O)(=O)N3CCOCC3)cc2)cccc1[N+](=O)[O-]	9	3	-5	-4	3	-6	31	i	-8
CCc1cc2c3c(c1)C1(C(=O)N3C(C)(C)CC2C)C(C#N)=C(N)N2C(=C1C#N)Nc1ccccc12 (centres undefined)	6	-13	-4	-3	-49	-15	22	i	3
Cc1cc(Nc2ccc(C(C)C)cc2)n2ncnc2n1	-28	3	0	0	-3	2	-3	i	13
OC[C@@H]1CN(Cc2ccco2)C[C@H](n2cnc3c(N4CCOCC4)ncnc32)O1	-4	0	0	0	0	3	-6	i	8
O=C(O)CSc1nnc(-c2ccc(Cl)cc2)n1-c1ccccc1	-142	-3	-1	1	-13	6	-3	i	5
COc1ccc(NC(=O)CC2CCCC2)cc1S(=O)(=O)N1CCCCC1	-5	1	-1	0	-10	6	-2	i	2

Just SKN-1 block (2 entries from above):
mol | SKN-1 block
CCC(=O)Nc1cccc(Oc2nc(C)cc(C)c2C#N)c1 | -23
O=C(O)CSc1nnc(-c2ccc(Cl)cc2)n1-c1ccccc1 | 5

Further structures follow:
SMILES	PABP1 MLLE inh	MT1-MMP act inh	bovine MsrA act	Rin1-Abl PPI inh	eLon inh	NRP1-CendR mod	FAS-TE inh	Neddylation inh	SKN-1 block
COc1ccc(NC(=S)NCCNC(C)=O)cc1	-12	3	-4	0	-8	0	-3	i	-3
Cc1ccc(C(=O)NCC(=O)OC(C)C(=O)Nc2ccc(N3CCOCC3)cc2)s1 (centres undefined)	0	1	-2	0	-8	6	-3	i	-3
COCCNC(=O)c1cnn2c(C(F)(F)F)cc(-c3ccc(C)cc3)nc12	-1	-6	-4	2	-35	-2	0	i	3
COc1ccc(NC(=O)CC(=O)Nc2ccc(OC)cc2OC)c(OC)c1	-35	2	0	0	-4	-4	0	i	14
CCc1ccc(S(=O)(=O)NCc2csc(-c3ccccc3)n2)s1	-9	0	0	1	8	3	20	i	2
Cc1cc(C(=O)COC(=O)c2cccnc2Cl)c(C)n1-c1c(C)n(C)n(-c2ccccc2)c1=O	5	1	-8	2	0	0	-10	i	-11
CCOc1ccc(S(=O)(=O)N2CCOCC2)cc1NC(=O)CSCc1c(C)noc1C	-19	2	0	-4	-2	12	-5	i	12
CC(C)CNC(=O)COC(=O)c1cc(S(=O)(=O)N(C)C)ccc1N1CCCC1	15	5	-1	3	4	-4	0	i	15
